# HCV core dimer – HCV core protein dimerization inhibition; TR-FRET GST/Flag-core106 dimerization, 1536-well; inhibition, % at 5 µM; 300,000 tested, 0.33% active; AID 1899;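 active = inhibition above the mean of all tested compounds plus 3 SD, set per screening campaign, cut at about 45% in these data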
#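 test system = GST/Flag-tagged HCV core106 proteins | probe or stimulus = Eu donor and XL665 acceptor anti-tag antibodies | times = compound-protein-antibody incubation 4 h at 22.5 °C | signal = TR-FRET, excitation 340 nm, emission 617 and 671 nm | measure = percent inhibition of core106 dimerization signal | controls = wells lacking GST-core106 and wells with excess unlabelled core106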
# Efflux pump inh – inhibitors of Candida antifungal efflux pumps expressed in yeast. inhibition, % at 10 µM. S. cerevisiae Candida pump triplex, Nile Red efflux. 330,000 tested, 0.44% active;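 active = plate passing quality check with inhibition over a set limit, or well fluorescence over plate mean plus 4 SD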;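 also: Nile Red retained in pooled yeast measured as flow cytometry median fluorescence; 0% = buffer negative control and 100% = Enniatin B positive control; higher means more Nile Red kept so more efflux inhibition; some compounds called inactive have numbers as strong as hits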
# procasp3 activ – activators of human procaspase-3 | P42574 | recombinant procaspase-3 D3A, Ac-DEVD-pNA absorbance 405 nm | activation, % at 8.5 µM | 330,000 tested, 0.11% active | AID 463141;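 active = activation above the mean of all tested compounds plus 3 SD, cut at about 21% in these data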;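 also: 0% = DMSO alone and 100% = DMSO wells spiked with extra 5 µM PC-3 D3A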
#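 Assay system: Autoprocessing-dead procaspase-3 D3A mutant enzyme; also added: Ac-DEVD-pNA; doses: one concentration, 8.5 µM nominal, 0.8% DMSO; times: 1 h compound preincubation, 2 h substrate hydrolysis at 25 °C; technique: 405 nm absorbance of p-nitroaniline, reads at 0 and 120 min; measure: % activation between DMSO and enzyme-spiked controls; repeats: single replicate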
# JMJD2C inh – blocks human GASC-1 demethylase activity; 330,000 tested, 0.069% active; Q9H3R0; inhibition, % at 2.35 µM; GST-JMJD2C(1-420) H3K9me3 demethylation, DELFIA europium; AID 2099;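 active = more than half of a compound's replicate wells show inhibition beyond 50%, single wells judged on their own value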;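 also: signal counts dimethyl H3K9 product captured on neutravidin plate; 0% = median of DMSO wells and 100% = 0.3 times that DMSO median; strong numbers were not always called active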
# CTSL1 counter – counter-screen for PFM18AAP inhibitors: inhibitors of F. hepatica cathepsin L1; recombinant F. hepatica cathepsin L1, Z-Leu-Arg-MCA fluorescence; inhibition, % at 5.96 µM; 300,000 tested, 0.49% active; AID 1906;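 active = inhibition above the mean of all tested compounds plus 3 SD, set per screening campaign, cut at about 17% in these data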;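 also: 0% = plate median of test compound wells and 100% = 1 µM Z-Phe-Ala-diazomethylketone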
# PP5 inh – blocks human protein phosphatase 5 activity | P53041 | inhibition, % at 6.7 µM | purified PP5c, OMFP substrate fluorescence | 320,000 tested, 0.18% active;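 active = inhibition above the campaign's mean inhibition across all tested compounds plus 3 SD, cut at about 9.5% in these data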;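 also: 0% = DMSO only and 100% = 100 µM cantharidin control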
# Target sequence (P53041 whole entry, looked up): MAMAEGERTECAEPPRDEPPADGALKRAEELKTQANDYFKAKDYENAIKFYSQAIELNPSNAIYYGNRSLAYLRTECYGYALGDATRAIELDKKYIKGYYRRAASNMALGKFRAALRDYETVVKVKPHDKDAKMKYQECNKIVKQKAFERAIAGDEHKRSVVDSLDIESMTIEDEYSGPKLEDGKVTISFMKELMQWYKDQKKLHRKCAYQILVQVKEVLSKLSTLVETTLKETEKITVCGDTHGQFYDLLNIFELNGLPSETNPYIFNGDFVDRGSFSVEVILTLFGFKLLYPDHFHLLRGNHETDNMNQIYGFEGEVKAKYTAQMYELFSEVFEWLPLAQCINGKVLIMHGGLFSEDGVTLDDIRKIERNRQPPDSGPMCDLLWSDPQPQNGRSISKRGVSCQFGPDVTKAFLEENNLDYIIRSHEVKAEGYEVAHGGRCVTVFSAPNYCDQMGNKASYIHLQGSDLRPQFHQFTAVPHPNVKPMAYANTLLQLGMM
# PP1 counter – PP1-alpha (human) inhibition in PP5 counter-screen; purified PP1alpha, OMFP fluorescence; inhibition, % at 6.7 µM; 320,000 tested, 0.9% active; AID 2235;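 active = inhibition above the mean inhibition of all tested compounds plus 3 SD, computed separately for each screening campaign, cut at about 15% in these data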
# procasp7 counter – activates human procaspase-7, counter-screen for procaspase-3 activators | P55210 | recombinant procaspase-7, Ac-DEVD-pNA absorbance 405 nm; D23A/D198A/D206A triple mutant, cannot self-cleave; scale: DMSO 0, 5 µM enzyme 100 | activation, % at 8.5 µM | 330,000 tested, 0.093% active;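 active = percent activation above the screen-wide mean plus 3 SD, cut at about 25% in these data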
# Target sequence (P55210 whole entry D23A/D198A/D206A): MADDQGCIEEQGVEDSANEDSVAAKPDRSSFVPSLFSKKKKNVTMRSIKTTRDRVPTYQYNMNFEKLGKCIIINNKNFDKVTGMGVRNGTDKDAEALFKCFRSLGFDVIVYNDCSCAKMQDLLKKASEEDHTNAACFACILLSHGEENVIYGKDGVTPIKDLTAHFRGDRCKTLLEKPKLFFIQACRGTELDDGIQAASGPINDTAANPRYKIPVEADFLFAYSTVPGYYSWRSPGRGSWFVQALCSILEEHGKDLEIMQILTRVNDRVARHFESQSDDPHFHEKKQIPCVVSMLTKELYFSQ
#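 System: Uncleavable procaspase-7 mutant enzyme; Amount: 2 µM procaspase-7 mutant as dispensed; Schedule: 1 h compound preincubation, 2 h substrate cleavage, 25 °C; Measured by: 405 nm absorbance of p-nitroaniline; Evaluation: percent activation from buffer-corrected 0–120 min absorbance change; Control set: low DMSO alone, high DMSO plus 5 µM PC-7.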
# TPT1 inhibitor – C. albicans TPT1 enzyme inhibition; recombinant caTPT1, FP RNA substrate dephosphorylation; inhibition, % at 5 µM; 300,000 tested, 0.81% active;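 active = inhibition above the mean of all tested compounds plus 3 SD, set per screening campaign, cut at about 24% in these data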;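 also: plate controls were DMSO alone for no effect and ferristatin control at 100 nM for full effect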
# Numbers without * were called inactive; x = no result given.
# Second line of a record – procasp7 counter	PP5 inh	HCV core dimer	JMJD2C inh	Efflux pump inh	CTSL1 counter	PP1 counter	TPT1 inhibitor	procasp3 activ
> N#CC1=C2C=Cc3ccccc3N2CCCC1=O
    -4	1.2	4	-5	0.0	1	1	-1	-2
> O=C(O)c1cccc(Nc2nc(N3CCOCC3)nc(N3CCOCC3)n2)c1
    -4	-0.3	-2	4	-0.1	-2	-3	-1	4
> Clc1ccc(/C=N/Nc2nn[nH]n2)cc1
    -1	2.7	-1	-1	0.1	2	-4	-1	-6
> Cc1ccc(C23CC4CC(CC(NC(=O)NN)(C4)C2)C3)cc1
    -2	5.1	-9	-2	-0.2	28*	5	-3	10
> CCOC(=O)c1ccc(CS(=O)c2ccc(Cl)cc2)o1 (configuration not stated)
    17	-1.5	-4	0	0.6	-4	-6	-1	1
> O=C(CN1C(=O)CC(c2ccco2)Sc2ccccc21)NC1CCCCC1 (configuration not stated)
    9	1.9	-1	-6	0.2	2	0	-1	15
> COc1ccc(CNC(=O)CCc2nc3cc(S(=O)(=O)N(C)C)ccc3n2C)cc1OC
    5	-1.1	1	7	0.1	-1	1	0	-2
> COc1cccc(CC(NC(C)=O)C(=O)NC2CCN(c3nnnn3-c3ccccc3)CC2)c1OC (configuration not stated)
    -3	-0.8	-1	10	0.1	-3	0	-3	6
> CC(C)(C)[C@@H]1COC(=O)[C@H](Cc2ccc(F)cc2)CC/C=C\C[C@@H](CC(=O)N(CCO)Cc2ccccc2)C(=O)N1
    1	x	x	2	0.2	x	x	x	9
> O=Nc1c(O)n(Cc2ccc(Cl)c(Cl)c2)c2ccccc12
    -7	2.0	11	-2	-0.1	7	10	-3	-1
> Cn1nc(/C=C/c2ccccc2)ccc1=O
    0	3.6	-9	-6	-0.1	5	-4	0	6
> COc1ccccc1C(=O)NNC(=O)c1ccccc1Br
    -4	0.1	4	7	-0.1	2	3	1	-5
> Cc1ccc(C(=O)N/C(=C/c2ccc(Cl)cc2)C(=O)NCC2CCCO2)cc1 (configuration not stated)
    13	-2.2	5	17	-0.1	2	-3	-1	8
> N#Cc1c(N)nc(SC2CCCCC2=O)c(C#N)c1-c1ccco1 (configuration not stated)
    -1	2.3	12	-3	0.0	2	-3	-1	4
> C[C@H](CO)N1C[C@H](C)[C@@H](CN(C)CC2CC2)Oc2c(NS(=O)(=O)c3ccccc3)cccc2C1=O
    1	x	x	2	-0.3	x	x	x	10
> Cc1n[nH]c(C)c1CCC(=O)N/N=C/c1c(C)[nH]c2ccccc12
    7	-0.3	-1	-15	-0.2	-1	-5	5	-6
> CC(CC(=O)Nc1cc(C(F)(F)F)ccc1Cl)c1ccccc1 (configuration not stated)
    3	2.2	-5	5	0.0	5	8	0	5
> CCOc1ccc(-c2ccc(NS(=O)(=O)c3cc([N+](=O)[O-])c(C)c([N+](=O)[O-])c3)cc2)nn1
    -1	3.5	40	-15	-0.3	6	6	-2	1
> Cc1ccc(-n2c(=O)[nH]c3ncccc3c2=O)cc1
    10	0.6	2	21	0.0	5	-6	1	3
> Cc1cc(C)n(CC(=O)n2c3c(c4ccccc42)CCCC3)n1
    -13	3.3	-5	31	0.0	1	-3	6	5
> COc1cc2c3c(c1OC)C1(C=CC(=NNC(N)=O)C=C1)CC3N(C(C)=O)CC2 (configuration not stated)
    0	1.7	7	-6	-0.1	7	-2	1	0
> O=C(Nc1cccc2nsnc12)c1ccc(-c2ccc(Br)cc2)o1
    -13	-3.6	30	-17	0.0	2	2	13	-1
> O=C(NCCOc1ccccc1)C1Nc2ccc(OC(F)(F)F)cc2C2C=CCC12 (configuration not stated)
    -17	3.5	3	12	-0.2	0	5	0	5
> COc1ccc(OC)c(NC(=O)CSc2nccn2Cc2ccco2)c1
    8	2.6	4	9	-0.1	-1	-5	-2	9
> O=C1c2ccccc2C(=O)N1Cc1cc(-c2ccc(Cl)cc2)no1
    1	-3.4	4	-2	-0.1	-2	2	0	3
> Cc1ccc(S(=O)(=O)c2nnn3c2nc(N2CCC(C(N)=O)CC2)c2ccccc23)cc1C
    8	0.3	2	7	-0.2	5	-1	-3	-6
> O=C(CSc1nc2c(cnn2-c2ccccc2)c(=O)[nH]1)N1CCCCC1
    -3	1.5	5	-8	-0.2	0	-2	-1	-4
> COc1ccc(NC(=O)COc2cccc3c2CCN(Cc2cccnc2)C3=O)cc1
    6	-2.9	-4	-1	-0.2	-3	2	0	2
> O=C(NN1C(=O)c2ccccc2NC1c1ccc([N+](=O)[O-])o1)c1ccccc1 (configuration not stated)
    1	0.2	4	7	0.0	7	1	-4	-6
> COC(=O)c1ccc(NC2=CC(=O)CC(C)(C)C2)cc1
    6	-0.4	0	-12	0.3	12	0	0	11
> COc1ccccc1CNC(=O)COC(=O)C12CC3CC(CC(O)(C3)C1)C2
    4	-0.2	x	-16	0.0	x	1	x	3
> CCn1ncc2c(OCc3ccc(C#N)cc3)cc(C)nc21
    1	2.6	1	-12	0.2	2	-1	1	-1
> Cc1cc(OCc2nc(-c3cccnc3)no2)c(C)cc1Br
    21	-1.9	0	5	0.0	3	2	-9	1
> Cc1ccc(O)c(C2=Nc3ccccc3N=C(c3ccco3)C2)c1
    -1	0.5	0	-10	0.0	6	0	11	3
> Cc1ccc(NC(=O)C2CCN(S(=O)(=O)c3cccc4nonc34)CC2)nc1
    8	-1.3	4	-7	-0.1	-2	-3	-5	-4
> COc1ccc(CNC(=O)C(NC(C)=O)C(=O)Nc2ccc(C(C)C)cc2)cc1 (configuration not stated)
    0	-0.5	4	7	-0.1	-1	-2	-3	8
> COc1ccccc1NC(=S)c1ccccc1
    -14	1.4	-5	-4	0.0	-1	1	1	1
> COc1ccc(C(=O)N(C)c2ccccc2C(=O)NCCc2ccccc2)cc1
    6	0.7	5	-17	0.1	-3	-4	0	2
> O=C(c1cccnc1)N1CCN(C(=O)c2cccc(Cl)c2)CC1
    4	-0.6	-1	-27	0.2	1	-2	-1	-7
> CCCNC(=O)C(Cc1ccccc1C)NC(=O)c1ccc(C#N)cc1 (configuration not stated)
    -6	-2.8	x	-8	0.1	x	-3	x	-5
> COc1ccc(C2=NN(C(=O)CCCC(=O)O)C(c3cccs3)C2)cc1OC (configuration not stated)
    -4	2.4	-3	-9	0.2	-5	1	1	3
> Cc1cccc(-n2ncc(C#N)c2-n2cccc2)c1
    0	2.1	-2	2	0.0	0	-4	3	6
> COC(=O)[C@]1(C)N[C@H](c2ccc(SC3CCCCC3)cc2)[C@@H]2C(=O)N(C)C(=O)[C@@H]21
    3	0.9	11	126	-0.1	3	1	-2	-5
> CS(=O)(=O)N1CCC(C(=O)NCc2ccc(Cl)cc2Cl)CC1
    14	3.5	2	10	-0.2	1	-3	-4	0
> CCOC(=O)c1c(-c2ccc(Cl)cc2)csc1NC(=O)CNCc1ccco1
    -9	2.4	5	-1	-0.1	-12	0	-1	0
> CCOc1cccc(CNCCNC(=O)c2nonc2N)c1
    -12	2.2	2	-19	0.2	4	1	2	-2
> COc1cc(Cl)c(S(=O)(=O)NCCN2CCOCC2)cc1Cl
    1	-2.2	-1	-14	0.0	1	-2	3	5
> O=C(Nc1cccc(F)c1)C1CCN(C(=O)c2ccc(Cl)cc2)CC1
    -2	1.1	0	-3	-0.1	-2	-4	1	-6
> C#CCOCCOCCOCCNc1nc(N2CCN(C(=O)CCCCCCCCCCNC(=O)[C@H]([C@@H](C)CC)n3cc(CCCCN=C(N)N)nn3)CC2)nc(N2CCN(C(=O)CCCCCCCCCCNC(=O)[C@H](CO)n3cc(CCCSC)nn3)CC2)n1
    6	4.2	2	x	0.5	0	54*	-1	0
> CC(=O)CC(c1ccc([N+](=O)[O-])cc1)c1c(O)c2ccccc2oc1=O (configuration not stated)
    -3	-2.5	11	16	-0.1	8	0	0	-4
> COc1ccc(N2CCN(C(=O)COC(=O)c3cccc(OC)c3O)CC2)cc1
    -3	x	x	0	0.2	x	x	x	-5

# Ordered by count of non-hydrogen atoms (falling): 9 of the compounds above.
# Second line of a record – procasp7 counter	PP5 inh	HCV core dimer	JMJD2C inh	Efflux pump inh	CTSL1 counter	PP1 counter	TPT1 inhibitor	procasp3 activ
> C#CCOCCOCCOCCNc1nc(N2CCN(C(=O)CCCCCCCCCCNC(=O)[C@H]([C@@H](C)CC)n3cc(CCCCN=C(N)N)nn3)CC2)nc(N2CCN(C(=O)CCCCCCCCCCNC(=O)[C@H](CO)n3cc(CCCSC)nn3)CC2)n1
    6	4.2	2	x	0.5	0	54*	-1	0
> COC(=O)[C@]1(C)N[C@H](c2ccc(SC3CCCCC3)cc2)[C@@H]2C(=O)N(C)C(=O)[C@@H]21
    3	0.9	11	126	-0.1	3	1	-2	-5
> COc1ccc(C2=NN(C(=O)CCCC(=O)O)C(c3cccs3)C2)cc1OC (configuration not stated)
    -4	2.4	-3	-9	0.2	-5	1	1	3
> CC(=O)CC(c1ccc([N+](=O)[O-])cc1)c1c(O)c2ccccc2oc1=O (configuration not stated)
    -3	-2.5	11	16	-0.1	8	0	0	-4
> O=C(Nc1cccc(F)c1)C1CCN(C(=O)c2ccc(Cl)cc2)CC1
    -2	1.1	0	-3	-0.1	-2	-4	1	-6
> O=C(c1cccnc1)N1CCN(C(=O)c2cccc(Cl)c2)CC1
    4	-0.6	-1	-27	0.2	1	-2	-1	-7
> CCOc1cccc(CNCCNC(=O)c2nonc2N)c1
    -12	2.2	2	-19	0.2	4	1	2	-2
> Cc1cccc(-n2ncc(C#N)c2-n2cccc2)c1
    0	2.1	-2	2	0.0	0	-4	3	6
> COc1ccccc1NC(=S)c1ccccc1
    -14	1.4	-5	-4	0.0	-1	1	1	1

# Source: PubChem BioAssay
